# PvdQ inh: P. aeruginosa PvdQ acylase inhibitors, primary screen, biochemical, fluorescence, plate reader and imaging, single point; inhibition, % at 10 µM; 340,000 tested, 0.063% active; AID 488965, 2010; PvdQ acylase [Pseudomonas aeruginosa LESB58]; purified PvdQ acylase; in the data active = inhibition above about 30%, passing the limit was not always enough;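 also: 0% = vehicle neutral wells and 100% = reference inhibitor wells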
# HTR5A inv ag: HTR5A inverse agonists in luminescence cell assay, primary screen, counter-screen for OPRM1-OPRD1 heterodimer inverse agonist project, full-deck HTS. 5-hydroxytryptamine receptor 5A (Homo sapiens), P47898. HTR5A cell line, inverse agonism. inhibition, % at 9.3 µM. 340,000 tested, 0.083% active. AID 504634, 2011; in the data active = inhibition mostly above about 23%, no sharp cut-off; inactive = mostly below about 18%;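 also: 0% = cells with DMSO and 100% = no-cell wells with DMSO; some compounds called inactive have numbers as strong as hits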
# Target sequence (P47898 whole entry, looked up): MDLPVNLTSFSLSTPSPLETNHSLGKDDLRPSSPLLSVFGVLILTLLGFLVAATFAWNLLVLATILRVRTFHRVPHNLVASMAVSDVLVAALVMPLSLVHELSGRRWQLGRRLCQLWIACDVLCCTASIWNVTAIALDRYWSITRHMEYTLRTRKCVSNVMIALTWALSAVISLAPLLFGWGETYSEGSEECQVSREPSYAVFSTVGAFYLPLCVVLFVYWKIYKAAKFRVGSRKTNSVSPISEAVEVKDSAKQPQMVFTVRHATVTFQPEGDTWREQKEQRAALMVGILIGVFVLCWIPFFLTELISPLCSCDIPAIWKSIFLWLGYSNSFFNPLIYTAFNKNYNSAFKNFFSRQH
# MITF act: activators of MITF-driven TRPM1 promoter reporter, primary screen, cell-based, SK-MEL-5, luciferase, single point. SK-MEL-5 TRPM1-promoter luciferase, 24 h; % of positive control, neutral wells = 0. activation, % at 12.5 µM. 300,000 tested, 0.75% active. AID 588334, 2011;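 active = mean activation of at least 80% with every replicate also reaching 80%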;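 also: 0% = neutral control wells and 100% = parthenolide positive control wells; values of inactives mirror those of a sister screen read the other way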
# NSD2 inh: NSD2 histone methyltransferase inhibitors, primary screen, biochemical, AlphaScreen, single concentration, set 2; Histone-lysine N-methyltransferase NSD2 (Homo sapiens), O96028; NSD2 peptide methylation, 120 min; 310,000 tested, 0.54% active; inhibition, % at 12.5 µM; in the data active = inhibition above about 50%
# SR-BI HDL uptake: inhibitors of SR-BI mediated HDL lipid uptake, primary screen, ldlA[mSR-BI] cells, fluorescence, single point; Scavenger receptor class B member 1 (Mus musculus), Q61009; ldlA[mSR-BI] CHO cells, DiI-HDL uptake fluorescence, 3 h; inhibition, % at 12.5 µM; 320,000 tested, 0.96% active; AID 488896, 2010;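 active = mean replicate inhibition of at least 70% and a set share of replicates each scoring 70 or more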;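 also: 0% = median of neutral control wells and 100% = median of positive control wells; values of inactives mirror those of a sister screen read the other way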
# Target sequence (Q61009 whole entry, looked up): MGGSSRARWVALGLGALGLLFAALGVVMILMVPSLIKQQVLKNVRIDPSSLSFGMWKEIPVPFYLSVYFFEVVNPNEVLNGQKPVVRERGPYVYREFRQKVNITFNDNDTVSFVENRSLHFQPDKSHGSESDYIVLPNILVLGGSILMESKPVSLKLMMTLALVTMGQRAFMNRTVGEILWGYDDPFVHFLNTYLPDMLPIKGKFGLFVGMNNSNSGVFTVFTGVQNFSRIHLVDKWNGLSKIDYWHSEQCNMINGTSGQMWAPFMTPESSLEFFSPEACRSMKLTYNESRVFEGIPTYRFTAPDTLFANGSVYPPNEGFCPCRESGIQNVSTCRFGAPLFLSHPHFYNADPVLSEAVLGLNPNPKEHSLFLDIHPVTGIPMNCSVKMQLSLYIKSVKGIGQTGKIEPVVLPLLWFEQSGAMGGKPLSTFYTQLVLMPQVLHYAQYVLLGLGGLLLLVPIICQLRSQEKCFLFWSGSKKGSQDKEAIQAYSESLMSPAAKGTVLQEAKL
# CDK5 p35 inh: inhibitors of human CDK5/p35 kinase, primary screen, biochemical, single concentration; inhibition, % at 10 µM; AID 488839, 2010; Cyclin-dependent kinase 5 (Homo sapiens) + Cyclin-dependent kinase 5 activator 1 (Homo …; Recombinant CDK5/p35, ADP-Glo luminescence, 60 min; 330,000 tested, 0.01% active;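 active = highest replicate inhibition of at least 50% and at least 75% of replicates reaching 50%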;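 also: plate controls were DMSO neutral control for no effect and GW8510 at 10 µM for full effect; many of its hits are not listed in these tables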
# Wnt act: Wnt/beta-catenin pathway activators, primary screen, cell-based, plate reader, single point | Wnt/beta-catenin reporter cell assay, activator | activation, % at 9.35 µM | 300,000 tested, 1.2% active; in the data active = activation above about 30%, passing the limit was not always enough;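 also: 0% = neutral control wells and 100% = positive control wells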
# V-ATPase pHluor: regulators of yeast V-ATPase proton pumping, primary screen, pHLuorin cytosolic pH fluorescence; response, % at 10 µM; 350,000 tested, 0.37% active; S. cerevisiae; in the data active = response mostly above about 7.3%, no sharp cut-off; inactive = mostly below about 5.4%; also: actives read high; inactives centre near 0; some compounds called inactive have numbers as strong as hits; reference of the scale not given here
# dFosB act: activators of delta FosB homodimer, primary screen, biochemical, fluorescence polarization, TAMRA-CDK5 oligo, single point. Protein FosB (Mus musculus), P13346. 340,000 tested, 0.99% active. AID 493131, 2011. activation, % at 25 µM. purified delta FosB; percent of positive-control signal above neutral wells;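 active = mean activation above about 17%, with every replicate also reaching it, limit read from the data, passing the limit was not always enough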;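 also: fluorescence polarization rise as delta FosB binds a TAMRA Cdk5 AP-1 oligo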
# HTR5A ag ctr: HTR5A agonists in luminescence cell assay, primary screen, counter-screen for OPRM1-OPRD1 heterodimer agonist project, full-deck HTS. cell-based. activation, % at 9.3 µM. 340,000 tested, 0.61% active. AID 504692, 2011; in the data active = activation mostly above about 9.5%, no sharp cut-off; inactive = mostly below about 7.6%;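 also: 0% = cells with vehicle only and 100% = reference agonist; strong numbers were not always called active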
# * hit, by the source's call; nt = not tested or not shown; & = joins results of further samples.
# Values run as follows: PvdQ inh	HTR5A inv ag	MITF act	NSD2 inh	SR-BI HDL uptake	CDK5 p35 inh	Wnt act	V-ATPase pHluor	dFosB act	HTR5A ag ctr
> CCn1cc(C(=O)OCC(=O)N(C)C2CCS(=O)(=O)C2)c(=O)c2ccc(C)nc21 (centres undefined)
 : -2	-19	-2	31	-8	-1.1	nt	-4	10	8
> Cc1ccc(C(=O)c2cnc3ccccc3c2-c2ccccc2)cc1
 : -4	15	11	-1	43	0.7	nt	4	-8	5
> CCN(c1cccc(C)c1)S(=O)(=O)c1cccc2nsnc12
 : -9	6	-19	5	-8	1.0	nt	-2	-1	3
> O=C(CC(Sc1ccc(Br)cc1)C(=O)O)c1ccc(F)cc1 (centres undefined)
 : 3	-14	-6	-3	-3	0.7	0	0	-63	4
> COc1ccc([C@H]2CC(=O)C=C(c3ccc(SC)cc3)C2)cc1
 : -8	13	34	nt	25	0.4	2	-1	-7	7
> COC(=O)C1=C(C)NC(C)=C(C(=O)OC)C1C(=O)OC1CCCCC1=O (centres undefined)
 : -2&-7	4&-37	-1&-2	-3&0	10&7	-1.3&-0.5	-2	3&0	-11&3	-1&-5
> CCCCCC(O)(c1ccc(OCC)cc1)C(CN1CCOCC1)c1ccccc1 (centres undefined)
 : -19	9	-7	-3	-11	-0.1	1	-5	-12	-2
> COc1cc(C)ccc1N(CCCN1C(=O)c2cccc3cccc(c23)C1=O)C(=O)c1cccs1
 : -11	-14	1	-1	-24	-1.2	nt	1	-2	4
> Cc1cc(=O)[nH]c(N/N=C/c2c(C)nn(-c3ccccc3)c2Cl)n1
 : -7	-7	20	8	nt	1.2	-2	-1	14	2
> NC(=O)C1(N2CCCCC2)CCN(C(=O)c2ccc(C#Cc3ccccc3)o2)CC1
 : -10	-5	-9	13	34	-0.2	-6	0	-5	2
> CCOC(=O)c1c(-c2ccccc2Cl)csc1NC(=O)c1cc(S(=O)(=O)N2CCOCC2)ccc1C
 : -10	12	-15	-1	37	1.4	-6	-1	-11	1
> COC(=O)C(NC(=O)c1ccco1)(Nc1ccc(Br)cn1)C(F)(F)F (centres undefined)
 : -9	1	2	-3	-7	-0.7	2	1	-4	-1
> Cc1ccc(S(=O)(=O)N[C@H](C(=O)Oc2ccc3c(C(F)(F)F)cc(=O)oc3c2)c2ccccc2)cc1
 : 6	-11	2	-3	-32	-3.2	nt	1	-2	3
> COc1ccc(C=NCC2OCCc3ccccc32)cc1OC (centres undefined)
 : -1	6	18	5	-20	1.4	-6	1	0	1
> COc1ccc(C)cc1N(CC(=O)N1CCc2ccccc2C1)S(C)(=O)=O
 : 0	7	-5	0	-20	1.5	0	-3	7	-2
> CCCCNC(=O)CC1N=C2c3ccccc3N=C(SCC(=O)Nc3cccc(C)c3)N2C1=O (centres undefined)
 : -2	20	nt	-4	-7	-1.8	-12	6	-20	7
> CSc1ccc(CCNC(=O)c2cccc3c2C(=O)N(C2CCCCC2)C3)cc1
 : 0	-22	1	-1	14	-1.4	nt	4	-8	-3
> CCN(C(=O)CSc1nc2ccc([N+](=O)[O-])cc2s1)C1CCS(=O)(=O)C1 (centres undefined)
 : 8	2	-1	2	9	-0.4	0	-3	-3	-1
> CN(C)C(=O)C(NC(=O)c1ccccc1)=C(Cl)Cl
 : -2	12	-5	0	-22	1.0	-2	-2	6	1
> CS(=O)(=O)N(CC(=O)N1CCc2ccccc2C1)c1ccc2c(c1)OCO2
 : 7	-23	2	1	-12	-0.7	nt	-2	-14	7
> CC(=O)N1N=C(c2ccccc2)CC1c1cn(C)c2ccccc12 (centres undefined)
 : 6	-13	-7	5	-19	0.8	90*	-1	-10	-1
> O=C(CSc1n[nH]c(-c2cccs2)n1)NCc1ccc2c(c1)OCO2
 : -11	-12	4	3	12	0.4	nt	-3	-2	1
> Cn1nc(C(=O)N2CCN(S(=O)(=O)c3ccccc3)CC2)c2ccccc2c1=O
 : -8	-11	-2	0	-24	-1.2	-1	0	-1	0
> CCC(=O)N1CCc2cc(S(=O)(=O)N3CCN(c4ccccn4)CC3)ccc21
 : 2	-23	5	1	-4	-1.2	nt	4	-8	2
> O=C(C1CCCN(S(=O)(=O)c2ccc(Cl)cc2)C1)N1CCCC1 (centres undefined)
 : 2	-21	-4	4	16	-0.5	-3	6	3	1
> CC(C)(C)c1csc(NC(=O)CS(=O)(=O)c2ccccc2)n1
 : -18	3	38	19	nt	-1.7	0	-2	-9	-1
> COc1ccc(Nc2ncc(C(=O)N3CCN(c4ccccc4OC)CC3)c3ccccc23)cc1
 : -9	-16	1	11	4	-0.2	nt	-3	-5	3
> c1ccc(Cn2cc(-c3cccnc3)cn2)cc1
 : 0	6	39	nt	7	0.1	6	-4	4	2
> Cc1ccc2occ(/C=N/NC(=O)c3ccccc3C)c(=O)c2c1
 : -12	-16	13	14	-16	0.4	-1	-2	-9	7
> CC(=O)n1cc(C(C[N+](=O)[O-])SCCN)c2ccccc21 (centres undefined)
 : -2	11	nt	nt	22	3.2	nt	7	-3	-4
> CC(C)(C)NC(=O)C(c1ccccn1)N(C(=O)C1CSC(=O)C1)c1ccccc1F (centres undefined)
 : 3	1	-7	-2	-11	-1.5	0	-1	-2	1
> CCCN(C(=O)CCNC(=O)c1ccc(Cl)cc1)c1c(N)n(Cc2ccccc2)c(=O)[nH]c1=O
 : -9	-25	-3	0	-26	-6.1	2	1	6	10
> O=C(NCc1cccs1)c1cccnc1C(=O)O
 : 16	-29	-3	0	-17	-0.3	nt	0	3	-2
> O=C(Nc1ccc(F)cc1F)c1cccc(S(=O)(=O)N2CCCCC2)c1
 : -2	6	-2	-4	-10	-0.1	-5	-3	-1	-6
> O=C(CCc1nc(-c2ccccc2Cl)no1)NC1CCCCC1
 : 5	8	nt	-2	nt	0.3	2	-2	1	-3
> O=C(Cn1nc(C(=O)O)c2ccccc2c1=O)c1c[nH]c2ccccc12
 : 6	-7	-5	0	47	1.9	4	1	-15	3
> CCN1CCN(S(=O)(=O)c2ccc(OC)c3ccccc23)CC1
 : -15	-1	nt	5	8	1.4	1	1	-8	0
> CCn1c(SCC(=O)Nc2ccc(OC)cc2)nnc1-c1ccco1
 : -5	-17	0	0	10	-1.0	nt	-1	-3	-4
> Cc1csc(NC(=O)CCN2C(=O)c3ccccc3S2(=O)=O)n1
 : -12	5	16	6	-3	-1.2	nt	2	3	-7
> CC(C)CC(COCc1cccc(C(F)(F)F)c1)N1CCN(C(=O)c2cccc(C(F)(F)F)c2)CCC1=O (centres undefined)
 : -16	-21	-4	nt	15	-0.2	-4	-2	-14	0
> COC(=O)C1=CO[C@@H](C)[C@H]2CN3CCc4c([nH]c5ccccc45)[C@@H]3C[C@H]12
 : 1	5	-2	nt	2	0.6	2	4	-5	-3
> CCOc1ncccc1C(=O)N1CCN(S(=O)(=O)c2cccs2)CC1
 : -14	7	-2	10	-2	1.7	3	0	5	2
> Cc1oncc1C(=O)Nc1cccc(C#N)c1
 : -7	-7	-6	-5	-35	1.4	-1	2	7	2
> Cc1ccc(SCc2c(C(=O)N/N=C/C3CC=CCC3)nnn2-c2nonc2N)cc1 (centres undefined)
 : -13	20	-7	-1	-17	1.6	2	0	1	-1
> CCCCCCSc1cccc(-c2nc3ccccn3c2NCc2ccccc2)c1
 : -28	2	4	-9	25	-1.4	-1	-3	5	3
> COc1ccc(C2/C(=C(\O)c3ccc4c(c3)OCCO4)C(=O)C(=O)N2CCCN(C)C)c(OC)c1 (centres undefined)
 : 5	8	-1	-2	-5	0.8	-4	-3	-9	5
> Cc1cccnc1NCC(O)COc1ccccc1 (centres undefined)
 : -17	-8	nt	-7	3	-0.7	nt	0	-3	-1
> COc1ccccc1C(=O)NNC(=S)NC(=O)c1sc2ccccc2c1Cl
 : -5	1	-36	-1	-58	0.3	0	-1	-12	4
> CCOc1cc(N2CCOCC2)c(OCC)cc1NC(=O)c1ccc2ccccc2n1
 : 4	-13	nt	22	95*	3.1	2	-1	5	4
> C/[N+]([O-])=C/c1c(OCc2ccccc2)ccc2ccccc12
 : 8	-5	34	7	-8	-0.8	15	-5	-6	1

# Other entries:
# Values run as follows: PvdQ inh	HTR5A inv ag	MITF act	NSD2 inh	SR-BI HDL uptake	CDK5 p35 inh	Wnt act	V-ATPase pHluor	dFosB act	HTR5A ag ctr
> COC(=O)C1CCN(C(=O)CCCOc2ccccc2)CC1
 : -11	-13	50	nt	-9	1.4	25	2	-2	2
> O=C(c1ccncc1)N1CCN(C(=O)c2cccs2)CC1
 : -19	-13	-2	-4	-1	-0.7	nt	-2	-3	6
> COc1ccc(O)c(C(=O)c2cnn(-c3ccccn3)c2)c1
 : -3	1	50	5	14	-0.3	14	3	-12	0
> CCCCCCCCCCOC(=O)NC1CCS(=O)(=O)C1 (centres undefined)
 : -8	-16	-6	3	-2	0.7	0	-3	-8	6
> CCn1cc(C(C)NC(=O)Nc2ccccc2C(=O)OC)c(C)n1 (centres undefined)
 : -13	-6	9	-1	15	-0.3	-5	2	-20	1
> Cc1cnccc1CN(C)C(=O)CC1C(=O)NCCN1CC1CCCCC1 (centres undefined)
 : -4	-12	11	-1	-7	-0.3	-2	-4	-6	1
> O=[N+]([O-])c1ccc(-n2cnc3ccccc32)c([N+](=O)[O-])c1
 : -15	9	-11	2	-9	-0.4	-3	-4	-7	-4
> Cc1ccc(NC2=Nc3ccccc3CS2)cc1
 : -8	-5	-2	-1	13	0.1	nt	1	3	2
> Cc1cc(C(=O)NC2CC(C)(C)Cc3c2cnn3-c2ccccc2C)c(C)o1 (centres undefined)
 : 1	6	-14	5	18	-0.4	-3	-2	-9	1
> CCOC(=O)C1CCCN(C(=O)COc2ccc(N(C)S(=O)(=O)c3ccc(C)cc3)cc2)C1 (centres undefined)
 : -16	8	12	4	nt	-0.7	3	3	-13	9
> CCOC(=O)C1CCN(C(=O)COc2ccc3c(c2)OCO3)CC1
 : -5	-10	5	0	nt	-0.5	5	1	-2	4
> COc1ccccc1OC(=O)c1cc2ccccc2oc1=O
 : -5	-15	15	6	-6	1.2	-1	-3	2	4
> c1ccc(CN(Cc2ccco2)C(c2ccncc2)c2nnnn2C2CCCC2)cc1 (centres undefined)
 : 12	-12	3	2	-8	-1.8	nt	3	-12	0
> CCOC(=O)C1(CCOc2ccccc2)CCN(C(=O)c2cncs2)CC1
 : -1	3	1	1	-7	-1.2	-1	3	5	0
> CCCCn1c(N)c(N(CCOC)C(=O)CN(C)S(=O)(=O)c2ccc(Cl)cc2)c(=O)[nH]c1=O
 : -10	4	10	-1	-13	-0.3	1	3	-9	-2
> C[C@@H]1CN([C@@H](C)CO)C(=O)c2cc(NC(=O)Nc3ccc4c(c3)OCO4)ccc2O[C@H]1CN(C)S(=O)(=O)c1ccc(F)cc1
 : -15	6	12	nt	47	-0.5	-3	-7	-7	-2
> COc1cc(O)cc2cc3c(c(O)c12)C(=O)CC(C)(O)O3 (centres undefined)
 : 3	-6	nt	nt	7	4.7	0	0	-13	-1
